# From PubChem BioAssay
# Lipid droplet – inhibitors of hepatocyte lipid droplet formation, primary screen, imaging, high-throughput imaging, BODIPY stain. inhibition, % at 6.5 µM. AML12 mouse hepatocytes, oleate lipid droplets. AID 1656, 2009. hit rate 0.4% among 240,000;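 active = lipid droplet intensity inhibited by at least 50%, with more than 500 cells counted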
#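 material = mouse AML12 hepatocyte cell line, fixed after treatment | also added = 100 µM oleic acid challenge | doses = compound at 6.5 µM only | schedule = overnight exposure | technique = Image-based BODIPY and DAPI two-channel analysis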
# GPR55 activation – GPR55 agonists via beta-arrestin recruitment, primary screen, imaging, U2OS cells, beta-arrestin-GFP redistribution (AID 1961) | G-protein coupled receptor 55 (Homo sapiens) | U2OS GPR55 beta-arrestin-GFP redistribution imaging; higher % means a stronger effect | activation, % at 10 µM, or EC50 in µM where a hit was titrated | hit rate 0.048% among 290,000;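 active = activation above 40% with more than 50 cells counted in the well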;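 note: U2OS osteosarcoma cells stably expressing GPR55 and beta-arrestin-GFP; plate controls were DMSO negative control for no effect and LPI positive control for full effect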
# GPR35 arrestin U2OS – GPR35 antagonists blocking zaprinast-driven arrestin recruitment, primary screen, imaging, U2OS, beta-arrestin-GFP, zaprinast agonist (AID 2058); U2OS GPR35 beta-arrestin-GFP translocation imaging, zaprinast antagonism; higher % means a stronger effect; inhibition, % at 10 µM; hits with a dose series show IC50 in µM; G-protein coupled receptor 35 (Homo sapiens); hit rate 0.052% among 290,000;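 active = inhibition of at least 50% with at least 30 cells and total cytoplasm GFP at most 10,000,000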
# GPR55 antagonists – GPR55 antagonists blocking LPI-driven arrestin recruitment, primary screen, imaging, U2OS, beta-arrestin-GFP, LPI agonist (AID 2013). G-protein coupled receptor 55 (Homo sapiens). U2OS GPR55 beta-arrestin-GFP translocation imaging, LPI antagonism; higher % means a stronger effect. inhibition, % at 10 µM, or IC50 in µM where a hit was titrated. hit rate 0.13% among 290,000;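 active = spots per cell inhibited over 60%, with over 100 cells counted and total cytoplasm intensity under 500,000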;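 note: U2OS cells stably carrying GPR55 and arrestin-GFP stimulated by 5 µM LPI near EC80; imaged beta-arrestin-GFP aggregate spots per cell after agonist stimulation; plate controls were LPI-stimulated DMSO wells for no effect and DMSO wells without LPI for full effect; some results filed as inactive read as strong as hits; confirmed hits need IC50 under 10 µM and bright autofluorescent wells are also inconclusive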
# T cell HTS – modulators of CD8 T cell-vesicle binding, primary screen, mouse 2C CD8+ T cells, flow cytometry. hit rate 0.068% among 330,000. AID 2052, 2009. 2C CD8+ T cell-vesicle binding; stronger effect = lower value. calls only at 7 µM;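 active = response, share of CD8 T cells binding vesicles, and their 90th percentile fluorescence all below set limits, cut at about 80% in these data, passing the limit was not always enough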
#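 Material: 2C TCR transgenic mouse naive CD8+ T cells, MACS-purified. Also added: QL9-charged Drosophila Ld/ICAM-1/B7-1 vesicles. Timing: binding 1.5 h at 37 °C. Measured by: high-throughput flow cytometry with anti-B7-1 and anti-CD8 staining. Read-out: percent CD8+ FL2 mean versus row control. Controls: Unloaded micro-vesicles (low), QL9 vesicles with 0.7% DMSO (high).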
# Large T inhibition – SV40 large T antigen inhibitors, biochemical (AID 1903) | hit rate 0.39% among 310,000 | inhibition, % at 20 µM; hits with a dose series show IC50 in µM | SV40 large T antigen ATPase/helicase inhibition assay; higher % means a stronger effect; in the data active = a potency from the dose series; note: strong numbers were not always called active
# NTR1 agonist – agonists of NTR1, primary screen, imaging, U2OS cells, beta-arrestin-GFP, high content (AID 493036); activation, % at 20 µM; hit rate 0.17% among 330,000; NTR1-U2OS beta-arrestin-GFP spot imaging, agonist mode; Neurotensin receptor type 1 (Homo sapiens), P30989;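 active = activation at or above 40% of the spot to cytoplasm intensity ratio, with at least 20 cells analyzed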;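 note: 0% = DMSO without peptide and 100% = 100 nM NTR1 peptide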
# Target sequence (P30989 whole entry, looked up): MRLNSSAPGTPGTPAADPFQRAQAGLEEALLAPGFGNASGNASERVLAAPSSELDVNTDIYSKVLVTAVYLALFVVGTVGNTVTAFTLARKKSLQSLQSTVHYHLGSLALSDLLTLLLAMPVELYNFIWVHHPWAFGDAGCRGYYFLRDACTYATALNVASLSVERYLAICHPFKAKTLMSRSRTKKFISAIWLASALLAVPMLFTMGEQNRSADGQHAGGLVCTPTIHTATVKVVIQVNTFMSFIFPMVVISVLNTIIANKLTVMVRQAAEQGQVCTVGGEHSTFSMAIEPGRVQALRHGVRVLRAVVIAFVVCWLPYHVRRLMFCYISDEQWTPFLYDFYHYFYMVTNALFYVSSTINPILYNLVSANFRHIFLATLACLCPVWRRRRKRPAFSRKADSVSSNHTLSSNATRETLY
# LYP inhibition – inhibitors of LYP phosphatase, biochemical, fluorescence intensity, uHTS (AID 1779). Tyrosine-protein phosphatase non-receptor type 22 (Homo sapiens). recombinant LYP phosphatase, fluorescence intensity; higher % means a stronger effect. one-dose inhibition, % at 11.5 µM; IC50 in µM for titrated hits. hit rate 0.054% among 290,000; in the data active = inhibition above about 50%;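 note: plate controls were vehicle with enzyme for no effect and no enzyme for full effect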
# Rac1 GTP hydrolysis – MgcRacGAP GTPase-activating activity inhibitors, confirmation, biochemical, ADP Hunter fluorescence; MgcRacGAP-stimulated Rac1 GTP hydrolysis, ADP Hunter fluorescence; higher % means a stronger effect; GST-tagged Rac1 F28L mutant substrate; inhibition, % at 30 µM, or IC50 in µM where a hit was titrated; hit rate 0.6% among 340,000; AID 624330, 2012;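 active = first-screen hits whose inhibition reached a set limit at any dose in the follow-up dose series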;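 note: fluorescence reports GDP produced by GAP-driven GTP hydrolysis; strong numbers were not always called active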
# Lipid droplet cells 6.5 µM – second read-out of Lipid droplet, no call of its own (marks repeat the call); cell count; measured here: cell count, cytotoxicity flag;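 cells counted across two imaged fields per well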
# T cell HTS vesicle-bound % – also measured in T cell HTS; calls as there; double positive events, %; measured here: CD8+ vesicle-bound cell fraction;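 binding gate set so that unloaded-vesicle control wells show 10% double positive cells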
# NTR1 agonist cell count 20 µM – further read-out of NTR1 agonist, marked with its call; cell count; measured here: cell count, cytotoxicity flag
# The depositor's hits bear a star; i = inactive; . = no result given.
SMILES,Lipid droplet,Lipid droplet cells 6.5 µM,GPR55 activation,GPR35 arrestin U2OS,GPR55 antagonists,T cell HTS,T cell HTS vesicle-bound %,Large T inhibition,NTR1 agonist,NTR1 agonist cell count 20 µM,LYP inhibition,Rac1 GTP hydrolysis
Cc1cccc(C)c1NC(=O)CNC(=O)c1c(C)nn(-c2ccccc2)c1C,.,.,.,.,.,i,6,4%,2.7,60,.,7%
N#Cc1c(-c2ccccc2)nc(SCc2nc(N)nc(N3CCCCC3)n2)[nH]c1=O,7,714,-0.3%,-3%,7%,i,58,15%,0.1,47,-12%,2%
Cc1noc(C)c1S(=O)(=O)N1CCC(C(=O)NC2CCCc3ccccc32)CC1 (stereo not given),-10,739,-0.1%,-9%,17%,i,46,3%,-2.9,94,-7%,0%
CC(/C=N/n1c(C2CCCCC2)n[nH]c1=S)=C\c1ccccc1,.,.,-0.1%,-8%,15%,i,43,4%,25,76,8%,13%
COc1cccc(OC(=O)c2cc3ccccc3oc2=O)c1,16,735,-0.3%,-16%,6%,i,37,6%,-0.5,73,-6%,2%
CC(C)(C)C(=O)Nc1nc(=S)ss1,17,756,0.0%,-6%,-5%,i,34,2%,0.6,48,6%,12%
CCN(CC)C(=O)CSc1nc(C)cc(C)n1,29,788,-0.2%,24%,6%,i,40,28%,0.7,49,-6%,.
COC(=O)Nc1nnc(Cc2ccc(Cl)cc2)s1,9,841,0.0%,2%,14%,i,18,9%,0.8,66,-5%,4%
CC(=O)c1cccc(NC(=O)CCNC(=O)c2ccccc2Cl)c1,0,829,-0.3%,2%,0%,i,60,8%,-1.4,91,1%,14%
CCN1CCN(c2cc(C)c3cc(NC(=S)N4CCCCC4)ccc3n2)CC1,-8,680,1.1%,-5%,10%,i,38,9%,0.0,63,-10%,19%
Cc1cc(N2CCN(c3ccccc3)CC2)nc(N)n1,15,752,-0.3%,1%,8%,i,20,5%,6.4,84,-2%,3%
Cc1ccc(-n2c(SCC(=O)Nc3ccc4c5c(cccc35)CC4)nc(O)cc2=O)cc1,2,639,-0.2%,-3%,-4%,i,54,11%,0.7,59,21%,8%
COc1cccc(NC(=O)CN(C)C(=O)CSCc2nc3scc(-c4cccs4)c3c(=O)[nH]2)c1,.,.,.,.,.,i,42,10%,0.5,64,.,7%
COc1ccccc1C(=O)COC(=O)c1nc(Cl)ccc1Cl,.,.,.,.,.,i,36,6%,0.4,45,.,7%
COc1cc(CC2COC(=O)C2(O)Cc2ccc(O)c(OC)c2)ccc1O (stereo not given),8,687,0.0%,0%,-12%,i,47,3%,-1.0,85,-8%,9%
O=C(NCc1ccccc1)c1ccc(F)c(F)c1,5,667,-0.1%,-9%,-1%,i,1,-1%,-1.5,32,-11%,-34%
O=C(CN1C(=O)c2ccccc2C1=O)OCC(=O)c1ccccc1,.,.,.,.,.,i,30,3%,0.1,68,.,0%
CC1CCCCC1NC(=O)c1ccc(S(=O)(=O)N2CCN(C)CC2)cc1 (stereo not given),3,818,0.2%,-2%,7%,i,66,8%,1.9,45,-7%,2%
CSC1=NCCN1C(=O)c1cccc(C(F)(F)F)c1,.,.,0.0%,-23%,18%,i,49,4%,6.6,76,-1%,4%
CN(Cc1ccccc1)S(=O)(=O)c1nnc(NC(=O)c2ccccc2F)s1,-3,697,-0.2%,-10%,17%,i,41,17%,-1.1,62,-10%,2%
COc1cccc(CNC(=O)CCCn2nc(C)n3c(cc4sccc43)c2=O)c1,3,670,0.0%,-8%,13%,i,33,6%,3.3,59,-7%,12%
O=C(CN1C(=O)NC2(CCc3ccccc32)C1=O)Nc1cc(C(F)(F)F)ccc1N1CCOCC1 (stereo not given),.,.,-0.1%,-3%,-12%,i,49,.,2.2,34,-8%,.
COc1ccc(NC(=O)c2scc(S(=O)(=O)C(C)C)c2N)cc1,10,683,0.1%,-14%,10%,i,20,9%,-0.3,39,-4%,8%
CN(CCCNC(=O)CCc1cn(C)c2ccccc12)C1CCCCC1,-3,826,-0.1%,-7%,-6%,i,23,17%,-0.7,103,-13%,10%
O=C(Nc1cnccn1)c1cccnc1,3,735,0.1%,9%,18%,i,58,15%,-0.3,78,-10%,6%

# 5 compounds already listed, ordered by SMILES length, lowest first.
SMILES,Lipid droplet,Lipid droplet cells 6.5 µM,GPR55 activation,GPR35 arrestin U2OS,GPR55 antagonists,T cell HTS,T cell HTS vesicle-bound %,Large T inhibition,NTR1 agonist,NTR1 agonist cell count 20 µM,LYP inhibition,Rac1 GTP hydrolysis
CC(C)(C)C(=O)Nc1nc(=S)ss1,17,756,0.0%,-6%,-5%,i,34,2%,0.6,48,6%,12%
O=C(NCc1ccccc1)c1ccc(F)c(F)c1,5,667,-0.1%,-9%,-1%,i,1,-1%,-1.5,32,-11%,-34%
CSC1=NCCN1C(=O)c1cccc(C(F)(F)F)c1,.,.,0.0%,-23%,18%,i,49,4%,6.6,76,-1%,4%
O=C(CN1C(=O)c2ccccc2C1=O)OCC(=O)c1ccccc1,.,.,.,.,.,i,30,3%,0.1,68,.,0%
COc1cccc(NC(=O)CN(C)C(=O)CSCc2nc3scc(-c4cccs4)c3c(=O)[nH]2)c1,.,.,.,.,.,i,42,10%,0.5,64,.,7%

# Next section.
SMILES,Lipid droplet,Lipid droplet cells 6.5 µM,GPR55 activation,GPR35 arrestin U2OS,GPR55 antagonists,T cell HTS,T cell HTS vesicle-bound %,Large T inhibition,NTR1 agonist,NTR1 agonist cell count 20 µM,LYP inhibition,Rac1 GTP hydrolysis
O=C1Nc2ccccc2C(O)(C(=O)NCc2ccc3c(c2)OCO3)N1c1ccc(Cl)c(Cl)c1 (stereo not given),.,.,-0.1%,-9%,14%,i,42,4%,-1.1,80,-2%,3%
COc1ccc(CCNC(=O)/C=C/c2ccc3ccccc3n2)cc1OC,-2,709,-0.1%,11%,-6%,i,11,16%,-0.7,59,-8%,5%
O=C(CCCOc1ccccc1)N1CCN(C(=O)c2ccco2)CC1,-9,731,0.0%,3%,25%,i,38,13%,-0.7,76,-3%,5%
C/C(N)=C(/C#N)C(=O)CN1CCCCC1,.,.,-0.2%,-7%,16%,i,17,5%,-0.9,50,-10%,-1%
COc1ccc(CNC(=O)C2CCCN(Cc3nc(-c4cccc(C)c4)oc3C)C2)cc1 (stereo not given),0,713,-0.4%,3%,-11%,i,9,18%,-1.6,73,-9%,10%
CCc1cc(C(=O)OC)c(NC(=O)CCCC(=O)O)s1,.,.,-0.1%,-8%,-4%,i,16,1%,0.9,31,4%,6%
O=C1Nc2ccccc2C12OCCO2,.,.,-0.2%,-1%,-4%,i,48,-1%,1.0,45,-10%,1%
CC1(C)CC(=O)C(C(C2=C(O)CC(C)(C)CC2=O)c2cccs2)C(=O)C1 (stereo not given),.,.,0.2%,20%,14%,i,42,34%,10,73,-5%,73µM*
O=C(CNCc1ccco1)Nc1ccc(N2CCCCCC2)cc1,8,716,-0.6%,-5%,12%,i,40,25%,5.2,24,-4%,84µM*
CC(C)c1ccc(/C=C/c2ccc(=O)n(C)n2)cc1,6,659,0.2%,-6%,16%,i,15,2%,1.8,50,-5%,7%
O=C(Cn1nc(-c2cccc([N+](=O)[O-])c2)c2ccccc2c1=O)Nc1cccnc1,7,751,-0.1%,6%,2%,i,42,7%,0.0,109,-4%,6%
Cc1ccccc1C(=O)OC1OC(=O)C(Cl)=C1N1CCOCC1 (stereo not given),-46,612,0.7%,-1%,-9%,i,62,10%,0.5,59,-4%,-4%
Cc1ccc2[nH]c(CNC(=O)c3ccccc3F)cc2c1,2,817,0.3%,2%,6%,i,16,9%,4.3,65,-5%,16%
COc1ccc(C)cc1NC(=O)c1cc2ccccc2cc1OCC(=O)NCc1ccco1,12,750,0.2%,3%,-8%,i,42,15%,-4.4,81,-7%,9%
CCS(=O)(=O)N1CCN(S(=O)(=O)c2ccccc2[N+](=O)[O-])CC1,-1,619,-0.1%,1%,9%,i,50,21%,-0.2,44,-8%,4%
Cn1cccc1Cc1nnc(SCC(=O)N2CCc3ccccc32)n1CCc1ccccc1,-52,588,0.2%,-6%,-4%,i,43,18%,9.0,57,9%,0%
Cn1c(=O)oc2cc(S(=O)(=O)N3CCCC(C(=O)N4CC=C(c5ccccc5)CC4)C3)ccc21 (stereo not given),.,.,-0.1%,-1%,-8%,.,.,12%,.,.,-10%,.
O=C(COC(=O)c1ccc(O)cc1O)c1ccc(Cl)cc1,.,.,.,.,.,i,30,13%,4.2,61,.,3%
C=CCN(CC=C)CCCOc1ccc(Br)cc1Cl,19,670,0.2%,23%,5%,i,63,6%,-1.7,73,-6%,3%
CCOC(=O)CN1N=C(/C=C/c2ccc(OCC)cc2)CCC1=O,15,702,-0.4%,10%,-12%,i,50,4%,-0.4,81,6%,6%
O=C(NCC(c1cccs1)N1CCOCC1)c1cn(-c2ccccc2)nc1-c1ccc(Cl)cc1 (stereo not given),.,.,.,.,.,i,59,15%,1.7,64,.,5%
CC1C(=O)N2CCCc3cc(NC(=O)c4ccccc4C(F)(F)F)cc1c32 (stereo not given),.,.,.,.,.,i,22,-5%,-0.3,62,.,9%
Cc1cc(C(=O)Nc2nnc(-c3ccccc3)s2)no1,.,.,-0.1%,25%,-16%,i,17,7%,0.6,42,-4%,12%
N#CC1=C(N)Oc2n[nH]c(-c3ccccn3)c2C1c1c(F)cccc1Cl (stereo not given),6,813,-0.1%,9%,11%,i,22,8%,-0.5,41,-10%,-5%
C/C(=N\OCC(=O)Nc1cc(C)cc(C)c1)c1ccc2c(c1)OCCO2,3,684,0.2%,-1%,9%,i,47,3%,-0.6,60,-3%,10%
